# rCAG binder = r(CAG) repeat RNA binding; hit rate 1.3% among 370,000; inhibition, % at 3 µM; AID 651821; TO-PRO-1 dye displacement fluorescence;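 active = inhibition above the plate cutoff, the mean of all test compounds on that plate plus 3 SD, cut at about 35% in these data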;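 also: 0% = DMSO alone and 100% = 100 µM mitoxantrone as full dye displacement; higher means more dye released from RNA so lower well fluorescence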
# TCR-CD3 inh = inhibitors of human TCR-CD3 interaction; inhibition, % at 9.4 µM; AID 651800; TAMRA-labeled TCR probe fluorescence, biochemical; hit rate 0.37% among 360,000; in the data active = inhibition above about 19%;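 also: recombinant mutant TCR 2C K166C tagged with TAMRA read by polarization; 0% = receptor in buffer alone and 100% = receptor with positive control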
# ABHD4 inh = inhibits mouse alpha/beta hydrolase domain 4; Q8VD66; purified mABHD4, FP-Rh probe fluorescence polarization; inhibition, % at 8.92 µM; hit rate 0.54% among 370,000; AID 720543;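 active = inhibition exceeding the mean over every tested compound plus 3 SD, cut at about 30% in these data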;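 also: 0% = plate median of compound wells and 100% = S159A mutant with DMSO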
#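 Test system: mABHD4 protein; Read-out basis: % inhibition; Incubation: 45 min + 60 min at 25 °C; Repeats: single replicate; Technique: fluorescence polarization with parallel and perpendicular emission, 525/598 nm; Compound: 8.92 µM, single dose; Benchmarks: full inhibition S159A mutant plus DMSO, zero as sample-well median.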
# HTRA1 inh = blocks human HTRA1 serine peptidase. Q92743. recombinant HTRA1, FP-rhodamine activity-based probe, fluorescence polarization. inhibition, % at 5.96 µM. hit rate 0.5% among 340,000. AID 504803; in the data active = inhibition above about 36%;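 also: 0% = enzyme with DMSO and 100% = wells lacking enzyme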
# UHRF1 binding = UHRF1 methyl-DNA binding inhibition; inhibition, % at 4.4 µM; UHRF1 binding to methylated oligo, TR-FRET; hit rate 0.75% among 370,000; Q96T88; in the data active = inhibition above about 21%;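 also: UHRF1 SRA domain binding a hemimethylated CpG hairpin DNA probe; 0% = median of test compound wells and 100% = reference inhibitor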
# Target sequence (Q96T88 whole entry, looked up, the tested form may be a part): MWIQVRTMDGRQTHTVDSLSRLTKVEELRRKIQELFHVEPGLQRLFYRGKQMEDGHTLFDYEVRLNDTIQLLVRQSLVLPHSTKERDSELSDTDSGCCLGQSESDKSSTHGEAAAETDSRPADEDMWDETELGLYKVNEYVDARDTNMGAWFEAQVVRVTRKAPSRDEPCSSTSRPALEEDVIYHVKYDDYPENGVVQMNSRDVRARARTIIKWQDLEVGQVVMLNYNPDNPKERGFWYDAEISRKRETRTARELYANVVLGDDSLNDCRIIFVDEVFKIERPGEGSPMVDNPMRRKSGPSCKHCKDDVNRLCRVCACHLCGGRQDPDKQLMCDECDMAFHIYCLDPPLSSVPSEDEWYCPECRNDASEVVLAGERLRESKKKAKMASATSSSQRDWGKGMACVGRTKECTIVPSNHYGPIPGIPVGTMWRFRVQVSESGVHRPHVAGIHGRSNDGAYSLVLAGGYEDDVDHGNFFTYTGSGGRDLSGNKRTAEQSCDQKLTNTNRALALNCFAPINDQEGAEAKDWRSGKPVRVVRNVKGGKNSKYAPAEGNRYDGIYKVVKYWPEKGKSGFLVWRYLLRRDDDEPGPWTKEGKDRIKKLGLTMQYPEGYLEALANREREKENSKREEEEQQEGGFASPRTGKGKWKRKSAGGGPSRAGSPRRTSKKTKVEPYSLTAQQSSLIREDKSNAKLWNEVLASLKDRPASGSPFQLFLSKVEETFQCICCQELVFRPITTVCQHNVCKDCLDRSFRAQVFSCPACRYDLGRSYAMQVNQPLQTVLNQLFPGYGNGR
# MBD2 inh = blocks human MBD2 binding to methylated DNA; TR-FRET, MBD2 binding to methylated oligonucleotide; AID 686964; hit rate 0.31% among 370,000; inhibition, % at 4.4 µM; in the data active = inhibition above about 13%
# GC-A act = GC-A (human) enzyme activation; HEK293 GC-A cells, cGMP TR-FRET, EC30 ANP; 0% at EC30 ANP, 100% saturating ANP; hit rate 0.14% among 370,000; activation, % at 10 µM; P16066; in the data active = activation above about 40%
# GC-B act = GC-B (human) receptor activation | HEK293-GC-B cells, CNP EC30, cGMP TR-FRET; 0% at EC30 CNP, 100% saturating CNP | activation, % at 10 µM | hit rate 0.11% among 370,000 | P20594;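 active = activation at 10 µM reaching about 35% in either raw or pattern-adjusted values, limit read from the data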
# PRMT1 FP inh = inhibitors of human PRMT1 | inhibition, % at 2.79 µM | recombinant PRMT1, activity-based probe fluorescence polarization | hit rate 1.3% among 370,000 | AID 652257;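 active = inhibition above about 21% made by adding two undisclosed values, limit read from the data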
# SIAE primary = inhibitors of human sialic acid acetylesterase SIAE. Q9HAT2. SIAE FP-Rh probe binding, fluorescence polarization. inhibition, % at 9.66 µM. hit rate 0.69% among 370,000. AID 1053197;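 active = inhibition above a cutoff: mean of compounds within the control limits plus 3 SD of those, cut at about 17% in these data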;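 also: 0% = plate median of compound wells and 100% = probe without SIAE protein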
# * = called active by the depositor; . = no result given. Not all compounds are listed (hit frequency here may not be typical).
# Start of the data: the first 14 compounds (preview)
SMILES,rCAG binder,TCR-CD3 inh,ABHD4 inh,HTRA1 inh,UHRF1 binding,MBD2 inh,GC-A act,GC-B act,PRMT1 FP inh,SIAE primary
CC(C)(C)NC(=O)C1(N2C(=O)c3ccccc3C2=O)CCCC1,-1,-4,-7,-6,1,8,2,1,-1,10
CCc1nnc(NS(=O)(=O)c2ccc(NC(=S)NC(=O)/C=C/c3ccc(F)cc3)cc2)s1,85*,0,-4,-86,0,-5,-9,-2,1,-39
O=C(CN1CCCCC1)Nc1cccc([N+](=O)[O-])c1,4,-2,-10,-3,4,6,-4,2,7,-2
COc1ccccc1OCC(=O)NNC(=O)c1cccs1,-1,8,5,1,1,0,2,4,-3,5
O=C(CNc1cc(S(=O)(=O)N2CCOCC2)ccc1NCC1CCCO1)Nc1ccc(F)c(F)c1 (centres undefined),2,-14,2,0,2,0,1,3,-4,5
Cc1cccc(-c2nc(CSc3nc4c(c(=O)[nH]3)CCC4)c(C)o2)c1,4,4,3,-4,0,1,4,9,-1,4
Cc1noc(C)c1NC(=O)N(C)C[C@H]1Oc2ccc(NS(=O)(=O)c3ccc(F)cc3)cc2C(=O)N([C@H](C)CO)C[C@@H]1C,2,-10,0,-1,3,1,1,-1,1,0
O=C(Nc1cccc2ccccc12)c1ccco1,2,-2,0,.,-2,-5,1,-5,3,14
O=C(CN1C(=O)NC2(CCOc3ccccc32)C1=O)c1ccc(Br)cc1 (centres undefined),-2,3,8,-8,0,4,7,5,3,-6
CCOc1ccc(CC(=O)OCc2cc(=O)n3cc(Br)ccc3n2)cc1,-5,5,1,5,-1,-5,0,1,-1,-8
COc1ccc2cc(CN(C)C(=O)CN3C(=O)NC4(CCCC4)C3=O)ccc2c1,2,1,-2,-26,1,2,0,7,-3,-3
Cc1cc(Nc2ccccc2)c2c([N+](=O)[O-])cc(C)c(C)c2n1,3,7,6,3,-4,-4,8,10,0,5
COc1ccc(C(=O)CN2C(=O)NC3(CCCc4ccccc43)C2=O)c(OC)c1 (centres undefined),1,3,-2,-1,3,2,2,-1,-5,-7
CC(C)CN(CC(C)C)c1nnc(N)s1,4,-1,-5,4,-1,-5,-3,1,-5,-6

# All compounds of this part, repeating the preview:
SMILES,rCAG binder,TCR-CD3 inh,ABHD4 inh,HTRA1 inh,UHRF1 binding,MBD2 inh,GC-A act,GC-B act,PRMT1 FP inh,SIAE primary
CC(C)(C)NC(=O)C1(N2C(=O)c3ccccc3C2=O)CCCC1,-1,-4,-7,-6,1,8,2,1,-1,10
CCc1nnc(NS(=O)(=O)c2ccc(NC(=S)NC(=O)/C=C/c3ccc(F)cc3)cc2)s1,85*,0,-4,-86,0,-5,-9,-2,1,-39
O=C(CN1CCCCC1)Nc1cccc([N+](=O)[O-])c1,4,-2,-10,-3,4,6,-4,2,7,-2
COc1ccccc1OCC(=O)NNC(=O)c1cccs1,-1,8,5,1,1,0,2,4,-3,5
O=C(CNc1cc(S(=O)(=O)N2CCOCC2)ccc1NCC1CCCO1)Nc1ccc(F)c(F)c1 (centres undefined),2,-14,2,0,2,0,1,3,-4,5
Cc1cccc(-c2nc(CSc3nc4c(c(=O)[nH]3)CCC4)c(C)o2)c1,4,4,3,-4,0,1,4,9,-1,4
Cc1noc(C)c1NC(=O)N(C)C[C@H]1Oc2ccc(NS(=O)(=O)c3ccc(F)cc3)cc2C(=O)N([C@H](C)CO)C[C@@H]1C,2,-10,0,-1,3,1,1,-1,1,0
O=C(Nc1cccc2ccccc12)c1ccco1,2,-2,0,.,-2,-5,1,-5,3,14
O=C(CN1C(=O)NC2(CCOc3ccccc32)C1=O)c1ccc(Br)cc1 (centres undefined),-2,3,8,-8,0,4,7,5,3,-6
CCOc1ccc(CC(=O)OCc2cc(=O)n3cc(Br)ccc3n2)cc1,-5,5,1,5,-1,-5,0,1,-1,-8
COc1ccc2cc(CN(C)C(=O)CN3C(=O)NC4(CCCC4)C3=O)ccc2c1,2,1,-2,-26,1,2,0,7,-3,-3
Cc1cc(Nc2ccccc2)c2c([N+](=O)[O-])cc(C)c(C)c2n1,3,7,6,3,-4,-4,8,10,0,5
COc1ccc(C(=O)CN2C(=O)NC3(CCCc4ccccc43)C2=O)c(OC)c1 (centres undefined),1,3,-2,-1,3,2,2,-1,-5,-7
CC(C)CN(CC(C)C)c1nnc(N)s1,4,-1,-5,4,-1,-5,-3,1,-5,-6
COc1ccc(CC(N)c2csc(Nc3nccc(C(F)(F)F)n3)n2)cc1 (centres undefined),17,-6,5,.,1,2,-1,-5,2,-3
CCCN(N=Nc1cccc([N+](=O)[O-])c1)c1cccc([N+](=O)[O-])c1,3,0,-6,-5,-4,-10,3,3,-3,3
CCOC(=O)C1CCN(C(=O)c2ccc(S(=O)(=O)Nc3ccccc3OC)cc2)CC1,-1,4,0,-6,1,-1,-1,1,-3,4
Cc1cccc(C(=O)NNC(=O)c2csc(N3CCOCC3)n2)c1C,2,-2,2,1,-2,-4,1,1,-1,5
CC(OC(=O)Cc1coc2ccc3ccccc3c12)C(=O)NC(N)=O (centres undefined),7,6,-3,-18,-2,-3,0,-6,-1,-5
Cc1c(Cl)c([N+](=O)[O-])nn1CC(=O)NCC(C)C,1,1,1,5,-2,0,0,3,1,2
C/C(=N/OC(=O)c1c(-c2c(Cl)cccc2Cl)noc1C)c1cnccn1,-6,0,5,-4,-2,2,-1,4,2,-3
COc1ccc(CC2C(=O)NC(C)C(=O)N(C)C3Cc4ccc(cc4)Oc4cc(ccc4O)CC(C(=O)NC(C)C(=O)NC(C)C(=O)N2C)N(C)C3=O)cc1 (centres undefined),7,2,-4,-1,9,0,-3,6,0,4
COC(=O)c1cc(NS(=O)(=O)c2ccc(Cl)c(N3C(=O)c4ccc(C(=O)O)cc4C3=O)c2)cc(C(=O)OC)c1,52*,-7,13,0,-2,3,-3,-3,4,7
O=C1[C@H](Cc2ccccc2)NCCCC[C@H](c2ccco2)N1Cc1ccccc1,-5,4,-9,-31,-2,-1,-13,-14,1,-9
COc1cc(CNCc2cccs2)ccc1OCc1ccccc1,-6,8,0,0,1,-3,-22,-15,-2,3

# Continuation.
SMILES,rCAG binder,TCR-CD3 inh,ABHD4 inh,HTRA1 inh,UHRF1 binding,MBD2 inh,GC-A act,GC-B act,PRMT1 FP inh,SIAE primary
Nc1ncnc2c1ccn2[C@H]1CN(Cc2ccc3c(c2)OCO3)C[C@@H](COC(=O)c2ccccc2)O1,3,3,-7,.,-1,1,2,-2,-3,7
CCOc1ccc2oc(C(=O)NC3CC(C)(C)NC(C)(C)C3)c(C)c2c1,4,-15,-2,4,0,7,-3,2,5,12
O=C(Nc1ccc(Cl)cc1)Nc1nnc(/C=C/c2ccccc2)s1,23,5,-16,-56,-1,4,14,9,-8,-5
Cc1ccccc1C(=O)Nc1nc2c(C)csc2c(=O)s1,3,-3,-16,-5,5,8,-5,-17,10,-4
O=C(NCCc1ccc(F)cc1)c1ccc(Cl)c(S(=O)(=O)N2CCOCC2)c1,6,-2,-5,3,1,0,1,6,2,3
COC(=O)CCCNC(=O)c1ccccn1,-2,3,3,1,-1,1,3,1,0,-6
COc1ccc(NS(=O)(=O)c2ccc(Oc3cccc(C(=O)O)c3)cc2)cc1,10,5,0,2,2,2,4,-3,2,4
O=C1NC(=O)C(CC(=O)N(Cc2cccs2)C2(C(=O)NC3CCCC3)CCCCC2)N1 (centres undefined),0,-5,-4,8,23*,5,-1,3,-4,2
COc1ccc(OC)c(/C=C/c2nc3ccccc3[nH]c2=O)c1,8,-4,1,-13,-1,2,-2,-2,-4,1
Cn1c(=O)n(-c2ccccc2)c(=O)c2c3c(sc21)COC(C)(C)C3,-5,6,2,3,0,4,0,0,-1,4
CCCc1nnc(NC(=O)CCC(=O)N2CCN(C3c4ccccc4-c4ccccc43)CC2)s1,0,2,3,-8,1,-4,-3,0,-3,3
Cc1ccc(C(=O)OCC(=O)N(C)c2ccccc2)cc1C,-6,-3,2,5,-1,-4,-3,2,4,-1
CC1CCCN(C(=S)SCC(=O)O)C1 (centres undefined),0,0,-1,0,4,4,3,3,-1,1
Cc1cc(/C=C2/C(=N)N3C(=NC2=O)SN=C3S(C)(=O)=O)c(C)n1-c1ccc(F)cc1,69*,-5,-2,-6,-5,0,0,2,7,-17
CCNC(=S)NNC(=O)CSc1nc2ccccc2n1C,-2,-14,9,7,-4,2,5,-3,3,-1
Cn1c2c(c(=O)n1-c1ccccc1)CSCC2,0,-9,6,2,0,4,4,3,5,1
Cc1ccc(Cl)cc1N1CCN(C(=O)CN2C(=O)c3cccc4cccc2c34)CC1,-3,2,-3,-10,-3,0,-7,-7,-2,-10
CC(C)c1cc(C(F)(F)F)n2nc(C(=O)Nc3ccc4c(c3)OCO4)cc2n1,-4,5,2,7,-3,2,-3,-3,-4,8
O=C(Nc1ccccc1)C1=C(c2ccccc2)S(=O)(=O)CCS1(=O)=O,2,13,3,-1,-1,-5,10,9,47*,-3
CCCCCCCC/C=C\CCCCCCCC(=O)NCCO,2,2,-6,4,0,2,-6,-1,3,-2
Cc1cc(=O)[nH]c(SCC(=O)Nc2ccc(Br)cc2)n1,1,4,4,-4,1,-4,-1,-2,-3,-5
CCCOc1ccc(-c2nc(N3CCN(CC)CC3)c3ccccc3n2)cc1,0,-5,6,-25,-10,-7,-4,-3,-2,1
COc1cc(C(=O)NCc2ccco2)c(Br)c(OC)c1OC,2,-2,1,-5,-3,-3,4,6,-2,1
CC(C)CNC(=O)c1cccc(Cn2cc(Cl)cn2)c1,0,-1,-1,-2,5,-3,-8,-3,-1,-5
CN1OC[C@@H]2CN(C(=O)CCc3ccccc3)[C@H](c3ccc(N4CCCCC4)cc3)C[C@@H]21,6,-7,-3,.,2,-1,-1,-5,5,3

# Carrying on.
SMILES,rCAG binder,TCR-CD3 inh,ABHD4 inh,HTRA1 inh,UHRF1 binding,MBD2 inh,GC-A act,GC-B act,PRMT1 FP inh,SIAE primary
CCCc1[nH]nc2c1C(c1ccoc1)C(C#N)=C(N)O2 (centres undefined),2,-9,7,-1,7,3,-2,1,1,4
Cc1csc(NC(=O)Nc2ccc(Cl)cc2)n1,38*,9,-5,-14,0,0,0,3,1,-7
CCOc1ccc(NC2=CC(=O)C(=O)c3ccccc32)cc1,7,10,32*,25,-8,-26,-11,-5,2,13
CCOc1ccc(CN(C)C(=O)c2ccc(S(=O)(=O)N(C)c3ccccc3OC)cc2)cc1,2,1,-15,-13,3,4,-2,5,-2,-6
CCN(CC(=O)Nc1ccc(C(=O)OC)cc1)C1CCCCC1,-4,8,3,-5,-1,2,0,8,-3,0
COc1ccc(N/C(=C2\CCCC2=O)C2CCCCC2)cc1,2,-6,8,-3,-2,-6,-6,-3,3,1
CCCCCCC(=O)N(O)C1CC(=O)N(Cc2ccccc2)C1=O (centres undefined),10,-1,-3,-10,-1,1,0,4,-3,16

# Screening results as filed in PubChem BioAssay.
